EPAC2 antagonist: qHTS for Antagonist of cAMP-regulated guanine nucleotide exchange factor 2 (EPAC2): primary screen. Rap guanine nucleotide exchange factor 4 (Homo sapiens), Q8WZA2. EPAC2 GEF exchange of Rap1B-BODIPY-GDP, fluorescence. Potency, µM (highest dose often 114 µM), inactives show at the top dose activity, negative = inhibition, most hits filed as inhibitors. actives 0.18% (n = 360,000). AID 720708, 2013; further: potency means the concentration at half of the fitted maximal effect; on the % scale 0 is the no-effect control and ±100 the full control effect; nearly all actives have a fitted effect of over 45% in size; many of its hits are not listed in these tables
EPAC1 agonist: qHTS for Agonist of cAMP-regulated guanine nucleotide exchange factor 3 (EPAC1): primary screen; Rap guanine nucleotide exchange factor 3 (Homo sapiens), O95398; EPAC1 agonist qHTS, biochemical assay; response scale: 100% = response to 6.5 mM cAMP; Potency, µM (series often up to 154 µM), for the others: at the top dose activation, hits mostly activators; actives 0.073% (n = 360,000); further: potency means the concentration at half of the fitted maximal effect; nearly all actives have a fitted effect of over 60% in size
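Fluorescent GDP-exchange assay: 100 nM EPAC1 with 250 nM Rap1B preloaded with BODIPY-GDP and 50 uM GDP; compounds tested as concentration series, 5 min at room temperature, then read every 5 min for 30 min (ex 480/em 540 nm); normalized to 6.5 mM cAMP.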
CCT modulator: High-Throughput Screening for Modulators of Cytosolic Chaperonin Activity; purified chaperonin ATPase assay, HTRF ADP detection, 30 min; activity change, % (test concentration not listed), hits read low; actives 0.3% (n = 360,000); AID 651819, 2012; in the data active means activity change below about -30%; further: on the % scale 0 is the no-effect control and ±100 the full control effect
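Enzyme 40 or 20 nM (batch-dependent) in Tris pH 7.4/KCl/MgCl2/DTT; cpd 76 uM single point; ATP 10 uM; 30 min 37 °C; Transcreener ADP HTRF detection, 30 min RT; ratio 665/615.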
Mm-Cpn inhibitor: Inhibitors of TCP-1 ring complex (TRiC) of Methanococcus maripaludis (MmCpn): qHTS; Chaperonin Mm-Cpn (Methanococcus maripaludis); purified Mm-Cpn ATPase, ADP Transcreener TR-FRET; Potency, µM (titrated, usually from 76.9 µM), inactives show at the highest dose activity, negative = inhibition, actives largely listed as inhibitors; actives 0.031% (n = 330,000); further: potency means the concentration at half of the fitted maximal effect; on the % scale 0 is the no-effect control and ±100 the full control effect; nearly all actives have a fitted effect of over 80% in size
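Purified archaeal Mm-CPN (25nM final) preincubated 10 min at 37degC with compound, then 10uM ATP for 30 min at 37degC; ADP measured by HTRF Transcreener TR-FRET; buffer 30 mM TRIS pH 7.4, 100mM KCl, 5mM MgCl2, 1mM DTT.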
WRN helicase inh: qHTS for Inhibitors of WRN Helicase; actives 0.46% (n = 360,000); WRN helicase unwinding, fluorescent forked duplex, kinetic; Bifunctional 3'-5' exonuclease/ATP-dependent helicase WRN (Homo sapiens), Q14191; Potency, µM (series often up to 114 µM), inactives show at the highest dose activity change, negative = inhibition, usual class: inhibitors; further: potency means the concentration at half of the fitted maximal effect; on the % scale 0 is the no-effect control and ±100 the full control effect; nearly all actives have a fitted effect of over 55% in size
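WRN at 20 nM final was preincubated with compound for 15 min at room temperature; reaction started with 100 nM forked duplex oligonucleotide carrying fluorophore and quencher plus 2 mM ATP (final). Unwinding followed kinetically by red fluorescence (ex 525/em 598 nm).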
PI5P4Ka inh: qHTS for Inhibitors of phosphatidylinositol 5-phosphate 4-kinase (PI5P4K); Phosphatidylinositol 5-phosphate 4-kinase type-2 alpha (Homo sapiens), P48426; PI5P4Kalpha enzyme, ADP-Glo luminescence, 60 min; stronger effect = lower value; max response, %; actives 1.2% (n = 330,000); active means max response of -50% or lower; inconclusive means between -30% and -50%; inactive means -30% or higher; further: value at the top dose of about 77 µM; on the % scale 0 is the no-effect control and ±100 the full control effect
Target sequence (P48426 whole entry, looked up): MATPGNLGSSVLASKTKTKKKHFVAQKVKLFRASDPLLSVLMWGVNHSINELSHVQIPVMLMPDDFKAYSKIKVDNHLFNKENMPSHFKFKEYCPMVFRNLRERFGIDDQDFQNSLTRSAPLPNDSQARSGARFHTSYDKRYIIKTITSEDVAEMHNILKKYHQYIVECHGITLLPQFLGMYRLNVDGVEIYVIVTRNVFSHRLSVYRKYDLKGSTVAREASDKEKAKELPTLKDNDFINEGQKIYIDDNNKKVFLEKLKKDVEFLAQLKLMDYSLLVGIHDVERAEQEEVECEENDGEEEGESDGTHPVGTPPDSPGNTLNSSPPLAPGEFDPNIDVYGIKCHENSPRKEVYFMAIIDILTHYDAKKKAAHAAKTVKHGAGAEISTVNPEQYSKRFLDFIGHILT
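Quantitative HTS of the MLSMR library against PI5P4Kalpha with substrate. ATP added last at 5 microM final; room temperature, 60 minutes. Remaining ATP depleted, ADP converted and read as luminescence.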
EPAC1 antagonist: qHTS for Antagonist of cAMP-regulated guanine nucleotide exchange factor 3 (EPAC1): primary screen | Rap guanine nucleotide exchange factor 3 (Homo sapiens), O95398 | actives 0.14% (n = 360,000) | AID 720709, 2013 | EPAC1 GEF assay, Rap1b-BODIPY-GDP exchange fluorescence | Potency, µM (highest dose often 115 µM), without a hit: top-dose activity change, negative = inhibition, actives largely listed as inhibitors;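 further: potency means the concentration at half of the fitted maximal effect; plate controls were vehicle for no effect and positive control for full effect; nearly all actives have a fitted effect of over 50% in size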
PLK1 PBD block: qHTS for Inhibitors of PLK1-PDB (polo-like kinase 1 - polo-box domain): Primary Screen | Plk1 PBD binding of FITC phosphopeptide, fluorescence polarization | Serine/threonine-protein kinase PLK1 (Homo sapiens), P53350 | Potency, µM, for the others: max response, negative = inhibition, actives largely listed as inhibitors | actives 2.8% (n = 360,000); further: potency means the concentration at half of the fitted maximal effect; series mostly up to about 57 µM; on the % scale 0 is the no-effect control and ±100 the full control effect; nearly all actives have a fitted effect of over 65% in size
Target sequence (P53350 whole entry, looked up, the tested form may be a part): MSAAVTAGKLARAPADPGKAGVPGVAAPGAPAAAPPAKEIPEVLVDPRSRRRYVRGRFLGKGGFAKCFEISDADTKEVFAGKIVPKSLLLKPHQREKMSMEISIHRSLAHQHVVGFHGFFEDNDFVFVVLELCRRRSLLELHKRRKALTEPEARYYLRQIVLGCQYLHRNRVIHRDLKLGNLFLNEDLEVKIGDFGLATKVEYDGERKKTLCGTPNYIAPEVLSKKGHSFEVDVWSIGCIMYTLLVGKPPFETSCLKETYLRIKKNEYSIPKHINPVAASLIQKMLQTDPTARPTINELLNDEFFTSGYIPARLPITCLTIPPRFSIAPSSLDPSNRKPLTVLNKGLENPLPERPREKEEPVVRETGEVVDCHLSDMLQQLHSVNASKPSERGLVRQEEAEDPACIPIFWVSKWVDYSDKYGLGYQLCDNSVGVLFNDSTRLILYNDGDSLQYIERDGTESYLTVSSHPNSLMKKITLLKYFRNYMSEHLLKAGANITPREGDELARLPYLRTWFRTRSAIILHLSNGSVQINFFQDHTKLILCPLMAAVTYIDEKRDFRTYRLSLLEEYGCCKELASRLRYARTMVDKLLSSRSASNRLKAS
Numbers without * were called inactive; ? = inconclusive; · = not tested or not shown; [ ] = remark or other dose. Unless noted, the call rests on the fitted dose curve; in most records, active means well fitted curve in the direction sought with a large enough effect; inconclusive means small, poorly fitted or top-dose-only effect, or another doubt; inactive means no such curve, though single readings can be large; an effect the other way counts as inactive or inconclusive. This is a subset; the hit share may differ from the screen's.

Structure	EPAC2 antagonist	EPAC1 agonist	CCT modulator	Mm-Cpn inhibitor	WRN helicase inh	PI5P4Ka inh	EPAC1 antagonist	PLK1 PBD block
c1ccc(-c2cc(-c3ccccc3)n3ncnc3n2)cc1	0%	-11%	-0.3	-2%	-8%	-7	11%	-6%
COc1ccc(OC)c(NC(=O)C(CC(=O)O)Cc2ccc(Cl)cc2)c1 (centres undefined)	3%	2%	0.7	1%	-4%	-5	3%	-2%
O=C(CSc1ccc(/C=N/NC(=O)c2cccc(F)c2)o1)Nc1ccccc1	-1%	19%	0.4	0%	-16%[57.1 µM]	·	-11%	-9%
CC(=O)N1c2ccc(S(=O)(=O)N3CCCCC3)cc2CC1C (centres undefined)	-6%	12%	-3.1	-2%	10%	0	-6%	-18%
CCc1ccccc1S(=O)(=O)Cc1ccc(C(=O)NC(C)C)o1	-4%	2%	-4.5	·	-4%	-2	-12%	-23%
CCc1ccc(-n2nnnc2SCC(=O)Nc2ccc(NC(C)=O)cc2)cc1	6%	-7%	-3.5	1%	3%	-5	-7%	0%
CC(=O)Oc1cc2c(cc1Cl)C1(CC(c3ccccc3Cl)O2)CC(C)(C)NC(=S)N1 (centres undefined)	-4%	1%	-10	2%	0%	1	-6%	-14%
COc1cc(/C=N/NC(=O)CSCc2ccc([N+](=O)[O-])cc2)cc(OC)c1OC	0%	7%	-5.0	-1%	-7%	-2	26%	-9%
Cn1c2c(c(=O)n(C)c1=O)C1c3ccccc3OCC1C(C)(C)O2 (centres undefined)	-24%	1%	0.9	1%	-8%	-2	-14%	?
COc1ccc(Cn2nnnc2CN(CCCN2CCOCC2)Cc2cc3cc(OC)ccc3[nH]c2=O)cc1	2%	11%	-5.4	-6%	-3%	2	-24%	-1%
Cc1nnc2c(Oc3ccccc3)nc3ccccc3n12	-13%	3%	0.6	2%	4%	2	-1%	-7%
CC1C(=O)N(Cc2cn(CC3CCCCC3)nn2)CCS(=O)(=O)N1Cc1ccc(-c2cccc(CO)c2)cc1 (centres undefined)	0%	-6%	-2.1	·	-2%	-5	13%	0%
O=c1[nH]c(CSc2ccccc2)nc2c1oc1ccccc12	9%	7%	2.1	2%	-2%	2	15%	-8%
COc1cc(-c2nnn(CC(=O)NC3CCS(=O)(=O)C3)n2)ccc1OCc1ccccc1 (centres undefined)	11%	3%	2.5	-1%	5%	2	8%	-4%
CC(C)[C@H](NC(=O)c1ccccc1Cl)C(=O)OCc1cc(=O)n2cc(Br)ccc2n1	-3%	9%	-0.2	-28%	-4%	-13	-7%	-4%
O=C(NCc1ccco1)c1cc2n(n1)C(C(F)(F)F)CC(c1ccc(F)cc1)N2 (centres undefined)	-7%	0%	-1.6	1%	-2%	·	-1%	5%
CN1c2ccsc2C(O)=C(C(=S)Nc2ccccc2)S1(=O)=O	0%	0%	1.3	0%	1%	-21	-17%	21µM*
C/C(=N\NC(=O)C1COc2ccccc2O1)c1ccc(Cl)s1 (centres undefined)	8%	-12%	-2.6	3%	-2%	19	6%	4%
Cc1ccc(C(=O)OCC(=O)NCC2COc3ccccc3O2)cc1 (centres undefined)	4%	8%	1.7	1%	-1%	5	-9%	-7%
Cc1cc2ccccn2c1C(=O)Nc1ccc(Cl)cc1	1%	-9%	0.7	-6%	-5%	-8	-9%	-4%
Fc1cccc(Cl)c1-c1nnc2ccc(C(F)(F)F)cn12	1%	-4%	-0.8	-3%	-4%	-1	-10%	-11%
Cc1ccc2nc(NC(=O)CSCC(=O)OCC(=O)c3ccc(Br)cc3)sc2c1	-13%	-5%	0.2	-6%	?	5	?	-26%
CCCC(=O)Nc1ccc(N2CCN(C(=O)c3cc4ccccc4o3)CC2)cc1	6%	-4%	-1.2	0%	0%	-8	-16%	-4%
Cn1cc(C(=O)OCC2CCN(CCNS(C)(=O)=O)CC2)c2ccccc21	4%	-5%	0.1	·	-4%	7	0%	-4%
Cc1cc(C)c2cc(C#N)c(NCCOC(=O)c3ccccc3C)nc2c1	-7%	17%	-1.5	-1%	-17%	·	-5%	-7%
O=C(CN1CCC(C(=O)O)CC1)Nc1ccccc1Oc1ccccc1	8%	1%	0.3	-3%	-1%	6	1%	2%
COc1cc(-c2cnc3c(NC(C)=O)cc(-c4cccc(C(=O)NCCO)c4)cn23)cc(OC)c1OC	9%	-10%	-1.0	·	-3%	-12	0%	-6%
O=c1c2ccccc2nc(SCc2nnc(-c3ccccc3Br)o2)n1-c1ccccc1	0%	8%	-2.3	-6%	-5%	·	-1%	-1%
COc1ccc(C2C(=O)NN=C2C)cc1 (centres undefined)	-1%	12%	-3.1	·	7%	1	-4%	-11%
COCCN(C(=O)CSc1nc2ccccc2o1)c1c(N)n(Cc2ccccc2)c(=O)[nH]c1=O	-14%	15%	-0.1	1%	-2%	0	-11%	-5%
COc1ccc(C2=NN(C(=O)CN3CCCCC3)C(c3ccc(OC)cc3)C2)cc1 (centres undefined)	-2%	0%	-2.3	-3%	-3%	-4	-11%	-16%
COC(=O)C1CCN(CC(=O)Nc2ccc(C(=O)Nc3ccccc3OC)cc2)CC1	-2%	4%	-2.6	-2%	2%	1	?	-9%
COc1ccc(NC(=O)C2CCN(S(C)(=O)=O)CC2)cc1OC	6%	14%	-2.3	1%	-1%	-7	-11%	-12%
COc1ccc(N(CCC#N)S(=O)(=O)c2cccc3nsnc23)cc1	-2%	5%	-2.0	3%	2%	-2	-26%	-8%
CCN(CC)c1nc(N)n(CCSC(=S)N(C)C)c(=O)n1	-1%	-3%	0.3	2%	-4%	-21	7%	-5%
O=C(Nc1ccccc1)C1=C(O)CC(c2ccc(Cl)cc2)N2CCN=C12 (centres undefined)	4%	-3%	-5.2	3%	-34%[57.1 µM]	4	?	7%
C=CCN(CC=C)C(=O)CN1C(=O)c2ccccc2C1=O	-9%	4%	-0.1	2%	-2%	0	-12%	-13%
O=C(COC(=O)/C=C/c1ccc(OC(F)F)cc1)Nc1ccc(S(=O)(=O)N2CCCC2)cc1	-3%	7%	-1.6	2%	-15%	0	-11%	2%
O=C(CN1CCN(S(=O)(=O)c2ccc(Cl)c(Cl)c2)CC1)N1CCCCC1	-3%	1%	-4.1	-17%	-23%	12	4%	-7%
Cc1cccc(NC(=O)c2onc3c2CCCC3)n1	14%	-2%	-1.1	1%	3%	-28	2%	2%
CCN(CC)C(=O)c1[nH]cnc1C(=O)NCC(=O)OCc1ccccc1	6%	8%	-11	0%	-10%	7	0%	-4%
C[C@H](CO)N1C[C@H](C)[C@@H](CN(C)Cc2ccncc2)Oc2c(NC(=O)c3ccncc3)cccc2C1=O	1%	-27%	-0.2	1%	10%	3	6%	-5%
C=C(C)CSc1nnc2n(Cc3ccccc3)c(=O)c3c4c(sc3n12)CCC4	11%	7%	-0.1	3%	-2%	1	-1%	-4%
O=[N+]([O-])c1ccc2nc(-c3ccncc3)[nH]c2c1	-3%	-5%	-1.8	3%	-19%	4	-1%	-1%
CSCCC(NC(=O)c1ccc(Cl)cc1Cl)C(=O)OC(C)C(=O)NCc1ccco1 (centres undefined)	2%	5%	0.0	-1%	3%	0	14%	-13%
O=C(C1CCC(=O)N(C2CC2)C1)N1CCN(c2ccc(Cl)cc2)CC1 (centres undefined)	-3%	10%	1.5	0%	2%	11	8%	-4%
CN(C)CCCNc1ncnc2c1cnn2-c1ccccc1	-1%	-26%	-1.9	2%	3%	-1	-10%	-1%
COc1cc(CNCc2ccco2)cc(OC)c1O	4%	1%	0.3	0%	-5%	4	-2%	-7%

Profiles, looked up by structure.
O=[N+]([O-])c1ccc2nc(-c3ccncc3)[nH]c2c1 is listed as EPAC2 antagonist = -3%; EPAC1 agonist = -5%; CCT modulator = -1.8; Mm-Cpn inhibitor = 3%; WRN helicase inh = -19%; PI5P4Ka inh = 4; EPAC1 antagonist = -1%; PLK1 PBD block = -1%
Cc1cccc(NC(=O)c2onc3c2CCCC3)n1 is listed as EPAC2 antagonist = 14%; EPAC1 agonist = -2%; CCT modulator = -1.1; Mm-Cpn inhibitor = 1%; WRN helicase inh = 3%; PI5P4Ka inh = -28; EPAC1 antagonist = 2%; PLK1 PBD block = 2%

Carrying on.
Structure	EPAC2 antagonist	EPAC1 agonist	CCT modulator	Mm-Cpn inhibitor	WRN helicase inh	PI5P4Ka inh	EPAC1 antagonist	PLK1 PBD block
CCC(=O)c1ccc(OC(=O)C2CCN(C3=NS(=O)(=O)c4ccccc43)CC2)cc1	0%	-12%	-1.1	0%	-1%	5	-8%	-8%
CC1(C)C(=O)Nc2ccccc2N1C(=O)CN1C(=O)NC(CCc2ccccc2)C1=O (centres undefined)	-8%	6%	1.1	-5%	-9%	?	8%	-7%
COC(=O)c1ccccc1NC(=O)CSc1[nH]c(=O)cc(C)c1C#N	-4%	-1%	-21	-12%	-11%	-7	4%	-10%
Cc1cc(NC(=O)CSc2nc3ccccc3c(=O)n2CCCC(=O)NCc2ccccc2)n[nH]1	-7%	6%	-1.3	0%	-1%	·	-5%	-3%
COc1ccc(-n2c(C)cc(C(=O)Cn3c(NCCO)nc4ccccc43)c2C)cc1	-4%	3%	0.1	1%	2%	1	-2%	-1%
COc1ccc(CN2CCC(Oc3ccc(C(=O)NCc4ccccn4)cc3)CC2)c(F)c1	4%	10%	-2.5	-4%	0%	0	-1%	-6%
CNS(=O)(=O)c1cn(CC(=O)NCc2cccc(OC)c2)cc1S(=O)(=O)NC	7%	-5%	-2.5	0%	3%	0	-8%	4%
CCCn1c(C(O)c2ccc(C)cc2)nc2ccccc21 (centres undefined)	?	-2%	1.0	0%	9%	8	-4%	1%
O=C(CCc1nc(-c2ccc(Cl)cc2)no1)NCC1CCCO1 (centres undefined)	6%	6%	-0.2	-3%	-2%	-1	-9%	-9%
